Giardia kill = kills Giardia lamblia. Giardia lamblia trophozoite viability. activity change, % at 7.66 µM, hits read low. 340,000 tested, 0.15% active. AID 540267; in the data active means activity change below about -80%; inconclusive means between about -30% and that limit;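 further: parasites exposed to compound for two days anaerobically before the ATP read; on the % scale 0 is the no-effect control and ±100 the full control effect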
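Anaerobic 48 hrs incubation at 37 deg C of 100 trophozoites/well with test compounds; ATPLite 1-Step luminescence, 15-30 min RT, reports cellular ATP as viability.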
Tb PFK block = T. brucei PFK enzyme inhibition; Potency, µM (highest dose often 57.5 µM), for the others: top-dose activity, negative = inhibition, most hits filed as inhibitors; 330,000 tested, 0.17% active; T. brucei PFK, ADP-Glo luminescence; O15648;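 further: potency means the concentration at half of the fitted maximal effect; 0% = uninhibited 1x PFK enzyme wells and -100% = no-enzyme wells; nearly all actives have a fitted effect of over 60% in size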
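In TEA buffer at pH 8.0 with 5 mM MgCl2, enzyme (1.25 nM) converted F6P (0.5 mM) and ATP (0.1 mM) for 45 min at room temperature. ADP product was read by luciferase luminescence.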
FBPA coupling cs = inhibits coupling enzyme system, counter-screen for aldolase hits; coupling enzyme system counterscreen, AmpLite Red fluorescence; activity change, negative = inhibition, % at 58.2 µM, hits read low; 290,000 tested, 0.67% active; in the data active means activity change below about -30%; further: on the % scale 0 is the no-effect control and ±100 the full control effect
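Fluorescence at 525 nm excitation and 598 nm emission measured inhibition of the coupled detection system without aldolase. Compounds (at 57.5 uM final) were preincubated 10 min at room temperature with coupling enzyme reagent before a 20 min substrate/AmpLite Red step.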
S-ASM inh = human S-ASM enzyme inhibition | P17405 | placental ASM, HMU-PC fluorogenic substrate, 60 min | Potency, µM (series often up to 57.5 µM), inactives show top-dose activity change, negative = inhibition, hits mostly inhibitors | 340,000 tested, 0.006% active | AID 504937; further: potency means the concentration at half of the fitted maximal effect
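HMU-PC0 cleavage (9 uM final) by human placental ASM, 60 min at 37 °C following 10 min compound exposure at RT; stopped at pH 10, fluorescence Ex 386/Em 447 nm.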
a7 integrin act = activators of alpha7 integrin expression for muscular dystrophy | alpha7betagal myoblasts, beta-gal FDG fluorescence, 48 h | Potency, µM (doses to about 38.3 µM), inactives show at the highest dose activation, actives largely listed as activators | 350,000 tested, 0.064% active | AID 624291;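 further: potency means the concentration at half of the fitted maximal effect; 100% = response of the positive control SU9516; nearly all actives have a fitted effect of over 60% in size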
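alpha7betagal+/- myoblasts (passage 13, 250/well) treated 48 h at 37C with compounds at 1:260 dilution of DMSO stock. Lysed, then beta-galactosidase activity read as FDG fluorescence (ex 480/em 540) after 30 min, with pre-read for autofluorescence.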
B2AR arrestin = beta2AR (human) beta-arrestin recruitment activity; Potency, µM (doses to about 46.1 µM), without a hit: top-dose activation, most hits filed as activators; 330,000 tested, 0.02% active; beta-arrestin recruitment to beta2AR, cell-based reporter;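 further: potency means the concentration at half of the fitted maximal effect; 0% = DMSO controls and full agonism = EC100 isoproterenol or metaproterenol; nearly all actives have a fitted effect of over 65% in size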
Menin-MLL TR inh = menin-MLL binding inhibition, Texas Red mutant peptide; O00255; Menin + Texas Red MLL mutant peptide, fluorescence polarization; Potency, µM (titrated, usually from 61.6 µM), without a hit: top-dose FP activity change, negative = inhibition, actives largely listed as inhibitors; 270,000 tested, 0.23% active; AID 1768; active means well fitted inhibition curve with a large enough effect in the polarisation, with a control signal flat, not every such curve was filed as active; inconclusive means small, poorly fitted or top-dose-only effect, or effect the other way, or a change in a side signal; inactive means no such curve, though single readings can be large or run the other way; the % refers to the polarisation; further: potency means the concentration at half of the fitted maximal effect; % of control where 0% means no effect; many of its hits are not listed in these tables
Chronic BCR inh = chronic active BCR signaling inhibition. ABC-DLBCL IkBa-CBG/CBR reporter, luminescence ratio, 4 h. Potency, µM (series often up to 46.1 µM), without a hit: at the highest dose ratio change, negative = lower green/red ratio, actives largely listed as inhibitors. 340,000 tested, 0.05% active; active means well fitted inhibition curve with a large enough effect in the signal ratio, with a control signal flat, not every such curve was filed as active; inconclusive means small, poorly fitted or top-dose-only effect, or effect the other way, or a change in a side signal; the % refers to the signal ratio;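 further: potency means the concentration at half of the fitted maximal effect; plate controls were basal doxycycline-induced cells for no effect and cells given 10 µM MG132 for full effect; MG132 reads +100%, hits lower the ratio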
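Doxycycline induced both beetle luciferases in TMD8 lymphoma cells; IKK-driven degradation limits the IkappaBalpha-fused green signal, while red luminescence normalises for cell number and nonspecific effects. Compounds tested up to 46 uM, 4 hrs.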
PKM2 activator = activators of human pyruvate kinase M2. purified PKM2, Kinase-Glo ATP luminescence, activation; response scale: 0% is enzyme alone, no compound. Potency, µM (titrated, usually from 57.5 µM), for inactives: at the highest dose activation, usual class: activators. 260,000 tested, 0.34% active; further: potency means the concentration at half of the fitted maximal effect; on the % scale 0 is the no-effect control and ±100 the full control effect; nearly all actives have a fitted effect of over 55% in size
Target sequence (P14618 whole entry, looked up): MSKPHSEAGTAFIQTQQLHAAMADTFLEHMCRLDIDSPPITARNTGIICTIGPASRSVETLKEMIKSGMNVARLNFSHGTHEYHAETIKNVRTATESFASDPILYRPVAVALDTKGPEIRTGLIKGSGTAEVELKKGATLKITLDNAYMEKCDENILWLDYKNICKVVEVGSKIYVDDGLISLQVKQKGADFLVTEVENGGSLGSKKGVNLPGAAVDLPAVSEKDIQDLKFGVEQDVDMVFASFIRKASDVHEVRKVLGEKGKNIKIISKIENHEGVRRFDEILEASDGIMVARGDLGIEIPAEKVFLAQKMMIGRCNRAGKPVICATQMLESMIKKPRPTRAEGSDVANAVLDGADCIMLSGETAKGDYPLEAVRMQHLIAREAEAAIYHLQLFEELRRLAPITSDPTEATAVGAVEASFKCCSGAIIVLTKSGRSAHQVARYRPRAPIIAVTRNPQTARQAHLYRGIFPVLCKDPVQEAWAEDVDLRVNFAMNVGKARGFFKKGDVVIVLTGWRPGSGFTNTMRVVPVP
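Purified hPK-M2 (>95%) run at intermediate activity with 0.1 mM ADP and 0.5 mM PEP in 50 mM imidazole pH 7.2, KCl, MgCl2; 1 h room temperature. ATP formed read by Kinase-Glo luminescence; normalized to uninhibited and no-enzyme controls.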
GALK inh = galactokinase (human) inhibition | P51570 | Purified GALK, Kinase-Glo residual ATP luminescence | Potency, µM (highest dose often 57.5 µM), without a hit: top-dose activity change, negative = inhibition, hits mostly inhibitors | 270,000 tested, 0.007% active; further: potency means the concentration at half of the fitted maximal effect; on the % scale 0 is the no-effect control and ±100 the full control effect
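The enzyme phosphorylates galactose (100 uM) using ATP (35 uM); inhibition is detected as higher residual ATP, quantified by bioluminescence after 1 h reaction at room temperature, pH 8.0.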
TSG101-PTAP inh = blocks PTAP/TSG101 interaction to inhibit HIV-1 budding; Fluorescence polarization, FITC-PTAP peptide / Tsg101 binding; Potency, µM (highest dose often 115 µM), for inactives: at the highest dose activity change, negative = inhibition, actives largely listed as inhibitors; 340,000 tested, under 10 active; active means well fitted inhibition curve with a large enough effect in the main read-out, with a control signal flat, not every such curve was filed as active; inconclusive means small, poorly fitted or top-dose-only effect, or effect the other way, or a change in a side signal; inactive means no such curve, though single readings can be large or run the other way; further: potency means the concentration at half of the fitted maximal effect; % of control where 0% means no effect
Target sequence (Q99816 whole entry, looked up): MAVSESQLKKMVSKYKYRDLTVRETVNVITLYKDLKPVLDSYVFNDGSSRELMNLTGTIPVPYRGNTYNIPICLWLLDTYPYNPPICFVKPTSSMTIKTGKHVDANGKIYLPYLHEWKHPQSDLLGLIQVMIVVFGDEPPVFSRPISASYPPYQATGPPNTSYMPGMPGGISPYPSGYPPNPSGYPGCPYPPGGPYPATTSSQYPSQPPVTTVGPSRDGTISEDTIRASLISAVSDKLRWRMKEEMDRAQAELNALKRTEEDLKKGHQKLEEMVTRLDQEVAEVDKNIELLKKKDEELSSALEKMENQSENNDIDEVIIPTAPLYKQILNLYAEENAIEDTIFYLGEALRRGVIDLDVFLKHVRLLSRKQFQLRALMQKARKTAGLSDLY
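Tsg101 binding domain (10 uM final) was mixed with compound and a FITC-labeled PTAP peptide (50 nM final) in HEPES pH 7.5 buffer with NaCl, Tween 20, EDTA and TCEP; fluorescence polarization was read after 20 min at r.t.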
The depositor's hits bear a star; i = inactive; ? = inconclusive; / = not tested or not shown; [ ] = dose if it differs, or a comment. Unless noted, the call rests on the fitted dose curve; in most records, active means well fitted curve in the direction sought with a large enough effect; inconclusive means small, poorly fitted or top-dose-only effect, or another doubt; inactive means no such curve, though single readings can be large; an effect the other way counts as inactive or inconclusive.

SMILES	Giardia kill	Tb PFK block	FBPA coupling cs	S-ASM inh	a7 integrin act	B2AR arrestin	Menin-MLL TR inh	Chronic BCR inh	PKM2 activator	GALK inh	TSG101-PTAP inh
CCCCN(C(=O)CN(C)CC(=O)Nc1cccc(OC)c1)c1c(N)n(CCCC)c(=O)[nH]c1=O	-1.1	-0.2%	/	9.9%	9.0%	0.1%	/	-1.1%	/	/	-0.6%
CC(=O)N1c2ccccc2CCc2ccc(N)cc21	-8.6	-2.2%	0.6	7.9%	-10.1%	0.2%	1.6%	?	0.7%	3.7%	-1.3%
O=C(Nc1ccccc1)/C(=C/c1cccnc1)NC(=O)c1ccco1	-15.8	7.7%	0.2	5.8%	3.2%	1.1%	4.2%	3.8%	0.6%	1.1%	0.5%
O=C(Nc1ccc2snnc2c1)N1CCN(c2ccccc2)CC1	12.7	-6.1%	2.9	6.3%	-15.2%	-0.7%	?	2.4%	4.6%	2.6%	-0.8%
COc1ccc(NC(=O)Nc2ccccc2C(N)=O)cc1OC	2.6	/	-2.8	-3.3%	-7.1%	/	33.0%[activator]	/	5.6%	-0.2%	/
CCc1ccc(CN(C)C(=O)CC2C(=O)NCCN2Cc2ccoc2)cc1 (stereo not given)	-5.0	-3.1%	1.2	1.7%	-36.7%	-0.5%	-10.8%	8.4%	2.1%	1.7%	-2.7%
CN(C)c1ccc(C(=S)N2CCN(Cc3ccccc3)CC2)cc1	13.2	?	-11.4	-3.7%	-35.7%[inhibitor]	-0.3%	-17.6%	2.2%	3.9%	-1.0%	-1.9%
COc1cccc(CNc2nc3ccccc3n2CCN2CCCCC2)c1OC	25.1	-2.1%	-2.2	3.2%	4.0%	6.7%	16.6%	1.7%	-12.6%	-1.8%	-8.2%
NC(=O)c1ccccc1OCC(=O)Nc1cccnc1Cl	-18.2	-1.1%	/	-1.9%	31.6%	0.5%	/	-3.8%	/	/	-3.7%
CC(OC(=O)C1=Cc2ccccc2OC1)C(=O)NC(C)(C)C (stereo not given)	2.3	-3.6%	1.5	12.8%	-14.6%	-0.3%	-2.6%	-2.4%	-5.2%	5.9%	11.3%
NC(=NCCc1ccc(Cl)cc1)NS(=O)(=O)c1ccccc1	-23.8	0.4%	0.5	8.0%	21.9%	-0.2%	15.7%	-0.8%	/	-2.7%	-2.9%
COc1ccc(NC(=O)CN2CCC(C)CC2)c([N+](=O)[O-])c1	-0.1	-3.2%	3.6	-9.6%	-32.9%	-0.8%	1.2%	0.2%	-0.1%	0.9%	-7.1%
Cn1cccc1/C=N\NC(=O)c1cncc(Br)c1	-28.7	-2.6%	0.9	-1.1%	-6.7%	0.2%	/	?	2.4%	5.5%	-1.5%
Cc1cccc(OCc2nc(-c3nonc3N)no2)c1C	0.9	-0.9%	-1.1	-0.1%	14.2%	-0.3%	9.2%	?	-3.9%	-0.1%	-3.8%
O=C(O)CC1S/C(=N/N=C/c2ccc(Br)cc2)N(c2ccccc2)C1=O (stereo not given)	5.6	5.3%	9.7	4.5%	-5.8%	-0.2%	13.7%	3.2%	1.9%	-2.2%	-0.1%
CCOc1ccc(OCCOC(=O)CN2C(=O)NC3(CCCC3)C2=O)cc1	-16.1	16.5%	/	3.1%	20.2%	-0.3%	/	2.8%	/	/	-0.9%
CC1(c2ccccc2)NC(=O)N(CC(=O)Nc2ccc(C(N)=O)cc2)C1=O (stereo not given)	-6.4	-0.3%	1.0	0.3%	-9.0%	0.1%	-0.7%	-0.4%	-0.6%	4.3%	-1.8%
Cc1sc2nc(CSc3cccc(C(F)(F)F)c3)[nH]c(=O)c2c1C	-8.1	0.5%	3.6	-2.3%	0.3%	-0.1%	-24.9%	-16.1%	-7.9%	0.5%	-3.7%
CCOc1ccc(C(C)=O)cc1CSc1nc2nc(C)cc(C)n2n1	4.9	2.5%	2.9	-0.4%	-36.3%	-0.1%	-8.6%	-0.9%	-0.8%	0.4%	-0.1%
CN(CC(=O)Nc1ccc(F)c(F)c1F)C(=O)c1cc(-c2ccncc2)nc2ccccc12	5.7	-11.0%	/	0.6%	-4.1%	-1.0%	/	?	/	/	-0.5%
O=C(OCn1nnc2ccccc2c1=O)c1ccc(N2CCOCC2)c([N+](=O)[O-])c1	9.6	-8.3%	2.3	-15.0%	-24.0%	0.2%	0.9%	-1.5%	-20.7%	-1.4%	-7.2%
COc1cc(NS(C)(=O)=O)c(OC)cc1NC(=O)c1cccc(F)c1	-12.8	-1.0%	-1.7	-3.1%	-11.0%	-0.1%	-5.7%	?	-3.2%	-2.7%	-1.9%
Cc1c(C#N)c(NC(=O)CCl)n(Cc2cccs2)c1C	8.3	-3.0%	3.3	-0.4%	-55.4%[inhibitor]	-0.1%	?	?	0.1%	0.8%	-1.2%
CC1Cc2cc(S(=O)(=O)N3CCCCC3)ccc2N1C(=O)C1CCC1 (stereo not given)	7.6	0.0%	1.4	1.6%	?	0.3%	-15.2%	0.3%	/	0.5%	-5.5%
O=C(COC(=O)CCc1nc2ccccc2c(=O)[nH]1)Nc1c(Cl)cccc1C(F)(F)F	1.2	18.3%	/	1.6%	-9.9%	0.3%	/	?	/	/	-0.8%
COc1ccccc1CNC(=O)CNCCc1ccc(OC)c(OC)c1	7.9	-1.5%	-1.3	1.9%	-5.3%	-0.3%	9.5%	?	-4.9%	3.9%	-0.4%
Cc1nnc(NC(=O)CSc2nnc(CNC(=O)C34CC5CC(CC(C5)C3)C4)n2C2CCCCC2)s1	5.4	6.3%	1.0	0.3%	1.1%	-0.4%	0.1%	-2.3%	-3.1%	-0.5%	-7.6%
Cc1ccc(NCc2nnc(SCC(=O)NNC(=O)Cc3ccccc3)n2C)cc1	10.1	1.7%	1.3	-2.2%	25.3%	4.3%	/	-4.8%	-1.3%	0.0%	0.2%
Cc1ccc2c(c1)C1CN(C)CCC1N2S(=O)(=O)c1cccc(F)c1 (stereo not given)	-5.7	1.8%	/	9.3%	?	0.0%	/	0.0%	/	/	-2.5%
CCC(CC)C(=O)Nc1cc(OC)c(OC)cc1C(=O)O	1.4	0.2%	-9.6	7.2%	31.3%	-0.3%	-15.7%	2.3%	-7.9%	0.4%	-2.6%
COc1cc(C2=NOC(C(=O)N3CCOCC3)C2)cc(OC)c1OC (stereo not given)	0.2	-8.9%	-0.3	0.5%	0.0%	0.0%	10.7%	-2.3%	0.3%	1.2%	-5.3%
COCCOC(=O)c1c(NC(=O)CNC2CCCc3ccccc32)sc(C(N)=O)c1C (stereo not given)	4.0	4.1%	0.9	0.0%	0.0%	0.1%	/	-14.8%	-6.0%	-3.7%	-1.3%
NC(=O)c1ccc2nc(NC(=O)c3ccc(N)cc3)sc2c1	-19.7	-3.4%	0.2	-0.6%	-7.9%	0.4%	-18.8%	?	-1.6%	-1.5%	-2.0%
O=C(Nc1cccc2ncccc12)c1ccc(-c2ccc(Br)cc2)o1	-10.3	0.1%[0.46 µM]	0.9	-20.4%	-23.7%[7.66 µM]	-0.1%	-14.7%	-4.5%	-0.5%	-2.0%	-3.5%
CC(C)(C)c1ccc(C(=O)NC(=S)NNC(=O)COc2ccccc2)cc1	-3.6	-1.4%	/	-2.7%	9.1%	-0.2%	/	-1.8%	-1.8%	0.9%	-10.7%
CC(C(=O)O)N(C(=O)c1ccccc1)c1ccc(F)cc1 (stereo not given)	0.5	-0.4%	-3.2	-0.4%	?	-0.1%	0.8%	2.1%	2.0%	-2.1%	1.8%
COc1ccc(CCNC(=O)Cn2c(-c3nonc3N)nc3ccccc32)cc1OC	3.9	-0.6%	1.1	-1.4%	0.0%	-0.1%	-9.1%	7.3%	1.2%	2.8%	-1.2%
COc1ccc2nc(C(F)(F)Cl)c(C#N)c(N)c2c1	-12.4	14.1%	-1.6	-18.1%	-11.7%	-1.1%	/	?	3.1%	-4.1%	-4.4%
Cc1cccc(N2CCN(C(=O)c3cc4ccccc4oc3=O)CC2)c1C	-3.5	-0.1%	-3.3	-0.2%	14.7%	-0.1%	-6.6%	2.4%	6.9%	-2.5%	-1.4%
CCCCC1OC2(C)OC(=N)C1(C#N)C(C#N)(C#N)C2c1ccccc1 (stereo not given)	0.5	-4.2%	4.3	i	-4.1%	0.0%	-26.8%	6.7%	6.6%	-0.8%	-4.0%
CC(C)(C)C(=O)Nc1ccc(S(=O)(=O)N2CCCC2)cc1	-2.5	1.6%	0.5	2.5%	42.9%	0.4%	8.2%	-3.4%	-4.1%[11.5 µM]	2.5%	-0.3%

High-throughput results from PubChem BioAssay.

An excerpt (hit frequency here may not be typical).
